# From PubChem BioAssay
# Mcl1 Bid PPI – Mcl-1/Bid interaction inhibition; 220,000 compounds, 0.97% hits; TR-FRET Mcl-1/Bid-Dy647 peptide binding, 1536-well; AID 1021; Q07820; inhibition, % at 21.7 µM;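 active = compounds that cut the binding signal by more than half at the single screening dose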;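 note: His-tagged Mcl-1 with europium anti-His antibody binding Bid BH3 peptide; 0% = Mcl-1 plus peptide wells and 100% = peptide-only wells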
# Target sequence (Q07820 whole entry, looked up): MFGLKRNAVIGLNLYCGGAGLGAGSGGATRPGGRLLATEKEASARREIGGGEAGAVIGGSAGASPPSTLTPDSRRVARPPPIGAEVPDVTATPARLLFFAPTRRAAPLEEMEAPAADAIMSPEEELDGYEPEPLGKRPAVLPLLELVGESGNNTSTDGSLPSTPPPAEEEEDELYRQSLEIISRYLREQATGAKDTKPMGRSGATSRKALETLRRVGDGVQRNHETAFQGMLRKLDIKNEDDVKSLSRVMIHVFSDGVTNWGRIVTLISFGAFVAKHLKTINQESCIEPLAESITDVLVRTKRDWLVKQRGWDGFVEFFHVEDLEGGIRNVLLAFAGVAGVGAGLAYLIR
# Bcl-W Bim block – inhibitors of Bim-Bcl-W interaction, human. Q92843. bead-based flow cytometry, Bim peptide-Bcl-W binding. inhibition, % at 10 µM. 190,000 compounds, 0.02% hits. AID 952;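 note: 0% = bound tracer without compound and 100% = peptide blocker; higher means less fluorescent Bim peptide bound to Bcl-W beads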
# Target sequence (Q92843 whole entry, looked up): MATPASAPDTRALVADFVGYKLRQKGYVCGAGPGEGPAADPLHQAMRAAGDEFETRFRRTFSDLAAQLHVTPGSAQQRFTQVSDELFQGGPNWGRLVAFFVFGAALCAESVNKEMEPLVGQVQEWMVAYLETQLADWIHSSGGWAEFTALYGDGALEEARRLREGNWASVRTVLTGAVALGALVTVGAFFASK
# Bfl-1 Bim block – disrupts Bim binding to human Bfl-1 | inhibition, % at 10 µM | Bead-based flow cytometry, Bim-Bfl-1 binding inhibition | Q16548 | 190,000 compounds, 0.12% hits;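 note: 0% = wells without compound plus tracer and 100% = blocker peptide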
# Mcl1 Noxa PPI – disrupts binding of human Mcl-1 to Noxa peptide; Q07820; TR-FRET Mcl-1/Noxa peptide binding, 2 h; inhibition, % at 21.7 µM; 220,000 compounds, 1.5% hits; AID 1022;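 active = compounds that cut the protein-peptide binding signal by more than 50% relative to plate controls in a single-dose test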;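 note: His-tagged Mcl-1 with rhodamine Noxa BH3 peptide and terbium anti-His antibody; 0% = Mcl-1 plus Noxa peptide wells and 100% = peptide-only wells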
# Bim-Bcl-B – inhibitors of Bim-Bcl-B interaction, human; inhibition, % at 10 µM; AID 951; 190,000 compounds, 0.073% hits; bead-based flow cytometry, Bim peptide-Bcl-B binding;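 note: 0% = tracer peptide without compound and 100% = reference inhibitor peptide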
# Target sequence (Q9HD36 whole entry, looked up): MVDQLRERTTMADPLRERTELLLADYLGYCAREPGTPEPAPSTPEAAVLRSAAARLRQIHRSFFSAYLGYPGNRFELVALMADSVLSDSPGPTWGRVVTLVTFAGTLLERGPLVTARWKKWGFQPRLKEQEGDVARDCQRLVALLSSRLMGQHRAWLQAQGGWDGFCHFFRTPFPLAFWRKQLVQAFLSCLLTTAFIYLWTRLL
# RGS7-Gao – human RGS7-Galphao interaction regulation; P09471; Multiplexed bead flow cytometry, RGS7-Galphao binding; actives lie on both sides; binding response (% of control), % at 10 µM; 220,000 compounds, 0.35% hits; in the data active = binding response below about 49% or above about 150%; inconclusive = no clear call, values can overlap the other calls; inactive = in between;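 note: fluorescent Galphao held in activated GDP-AlF4 state binding bead-coupled RGS7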
# Bim-Bcl-2 – disrupts Bim peptide binding to human Bcl-2 | P10415 | Bead-based flow cytometry, Bim peptide-Bcl-2 binding | inhibition, % at 10 µM | 190,000 compounds, 0.06% hits | AID 950; in the data active = inhibition above about 40%; inconclusive = no clear call, values can overlap the other calls;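 note: 0% = no compound wells with probe peptide and 100% = reference peptide inhibitor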
# RGS4-Gao reg – modulates binding of RGS4 to human Galphao. Multiplexed bead flow cytometry; actives lie on both sides. AID 1415. 220,000 compounds, 0.33% hits. binding response (% of control), % at 10 µM; in the data active = binding response below about 49% or above about 150%; inactive = in between;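 note: fluorescent Galphao activated with aluminum fluoride binding bead-coupled RGS4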
# Bim-Mcl-1 – inhibitors of Bim-Mcl-1 interaction, human. Q07820. Bead-based flow cytometry, Bim peptide-Mcl-1 binding. inhibition, % at 10 µM. 190,000 compounds, 0.1% hits. AID 1009;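 note: 0% = no compound tracer wells and 100% = peptide blocker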
# Bim-Bcl-XL – inhibitors of Bim-Bcl-XL interaction, human; Bim peptide-Bcl-XL binding, bead flow cytometry, fluorescence; inhibition, % at 10 µM; AID 1007; 190,000 compounds, 0.04% hits
# Target sequence (Q07817 whole entry, looked up): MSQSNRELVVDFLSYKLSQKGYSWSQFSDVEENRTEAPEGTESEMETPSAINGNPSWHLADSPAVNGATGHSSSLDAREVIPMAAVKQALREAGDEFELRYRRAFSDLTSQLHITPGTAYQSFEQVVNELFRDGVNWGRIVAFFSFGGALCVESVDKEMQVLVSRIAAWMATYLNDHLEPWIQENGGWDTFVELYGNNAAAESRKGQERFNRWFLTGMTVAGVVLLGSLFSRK
# RGS8-Gao – regulators of human RGS8-Galphao interaction; 220,000 compounds, 0.34% hits; multiplexed bead flow cytometry, RGS8-Galphao binding; actives lie on both sides; response (percent of control binding), % at 10 µM; AID 1423; P09471; in the data active = response below about 60% or above about 140%; inactive = in between;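 note: Galphao activated as the GDP aluminium fluoride complex binding bead-coupled RGS8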
# Starred values were filed as active, the others as inactive; ? = inconclusive; nt = not tested or not shown; & = joins results of further samples. Cut-off read from the data, not from the text of the source, unless noted: active = inhibition above about 40%.
SMILES,Mcl1 Bid PPI,Bcl-W Bim block,Bfl-1 Bim block,Mcl1 Noxa PPI,Bim-Bcl-B,RGS7-Gao,Bim-Bcl-2,RGS4-Gao reg,Bim-Mcl-1,Bim-Bcl-XL,RGS8-Gao
Cc1cccc(C)c1NC(=O)C1c2ccccc2Oc2ccccc21,81.0*,-3.0,-1.0,17.2,-3.0,106.6,0.0,102.6,-4.0,-8.0,107.7
O=C(CN1CCC(NC(=O)c2cccc(F)c2)CC1)NCc1ccccc1F,9.1,-2.0,-6.0,10.0,-2.0,98.6,-8.0,103.7,-4.0,-6.0,103.4
Cn1nccc1NC(=O)Nc1cccc(Cl)c1,-14.9,nt,nt,-20.0,nt,?,nt,97.8,nt,nt,98.1
Cc1cc(C(=O)COC(=O)c2ccncc2)c(C)n1Cc1ccco1,-11.1,-5.0,-3.0,32.0,-8.0,92.9,1.0,93.7,-2.0,-4.0,99.8
COc1ccc(/C(N)=N/OC(=O)c2ccc3c(c2)OCO3)cc1,-14.8,1.0,0.0,5.9,-2.0,132.8,1.0,110.6,1.0,0.0,102.7
CN1C(=O)C(O)(CC(=O)/C=C/c2ccco2)c2cc(Br)ccc21 (configuration not stated),-42.6,2.0,10.0,9.5,-7.0,95.7,19.0,99.3,9.0,3.0,98.8
CC(C)(C)C1CCC(=NNC(=O)CC(=O)NCc2ccccc2)CC1 (configuration not stated),-1.2,0.0,0.0,1.1,-4.0,101.7,-2.0,100.7,0.0,-3.0,103.0
CNC(=O)CN(c1cccc(Br)c1)S(C)(=O)=O,-3.7,0.0,-13.0,17.2,-10.0,101.3,-11.0,101.9,-1.0,-4.0,101.3
Cc1ccc(C)c(NS(=O)(=O)c2cc(C(=O)NCCC3=CCCCC3)ccc2C)c1,-5.2,0.0,-10.0,-0.8,-3.0,98.3,-7.0,102.3,-3.0,-2.0,98.9
COC(=O)c1sccc1NC(=O)c1ccc(Cl)s1,-10.8,0.0,-12.0,-7.1,-5.0,103.7,-12.0,103.0,0.0,-10.0,101.7
O=C(NCCNc1ccc([N+](=O)[O-])cc1C(F)(F)F)c1cccc(F)c1,11.2,-8.0,-18.0,1.2,-13.0,91.3,-10.0,92.6,-5.0,-11.0,97.7
O=C(NCc1ccco1)c1ccc(Br)s1,-16.6,1.0,0.0,22.1,-1.0,103.1,-2.0,104.2,0.0,2.0,105.7
Cc1ccc(C2CC(c3ccccc3)=NN2C(=S)Nc2ccccc2)o1 (configuration not stated),-53.9,0.0,0.0,-7.2,0.0,-7.6*,0.0,-30.8*,-1.0,0.0,11.1*
Fc1cccc(CN2CCN(Cc3nc(-c4cnccn4)no3)CC2)c1,-46.4,-1.0,-5.0,3.9,-2.0,?,-2.0,99.8,0.0,-3.0,100.7
O=C(COC(=O)Cn1cnc2ccccc2c1=O)Nc1ccc(Cl)cc1,-36.0,-4.0,-9.0,8.9,-2.0,98.2,-4.0,97.4,0.0,-3.0,97.7
CCSCCNC(=O)c1cncc(Br)c1,-22.7,-1.0,-4.0,6.2,-2.0,98.0,0.0,99.8,2.0,-1.0,98.8
COc1ccc(-n2nc3c(c2NC(=O)c2ccc(Br)cc2)CS(=O)C3)cc1 (configuration not stated),-18.5,0.0,-7.0,-19.0,-1.0,101.5,-7.0,100.1,0.0,-4.0,101.4
CCN(CC)CCCNC(=O)c1cc(-c2cccc(Cl)c2)on1,-39.5,-11.0,-11.0,4.1,-6.0,99.0,-3.0,101.1,-9.0,-5.0,103.9
CCCCNC(=O)CSc1nc2cc3c(cc2c(=O)n1CCC(=O)NCCc1ccc(OC)c(OC)c1)OCO3,-5.7,-2.0,-1.0,-1.8,-3.0,99.0,-4.0,103.8,-3.0,-1.0,102.7
CC(C)(Oc1ccc(Cl)cc1)C(=O)NCc1ccncc1,1.4,1.0,-6.0,12.4,2.0,97.8,0.0,99.8,2.0,0.0,100.6
Cc1ccc(N2C(=O)C3C=NNC3C2=O)cc1 (configuration not stated),-14.2,0.0,0.0,-8.5,3.0,90.8,2.0,95.3,2.0,-1.0,86.9
O=C(CCN1C(=O)c2ccccc2C1=O)C1=NN[C@@H]2C(=O)N(c3ccc4c(c3)OCCO4)C(=O)[C@H]12,-27.4,nt,nt,-7.1,nt,?,nt,101.0,nt,nt,98.4
CCOC(=O)c1c(CN(CC)CC)oc2ccc(OC)cc12,18.2,-3.0,-3.0,27.2,-6.0,101.0,-5.0,101.1,-3.0,-6.0,99.0
O=C(N/N=C/c1cccc([N+](=O)[O-])c1)c1cc2c(ccc3ccccc32)o1,81.8*,1.0,1.0,30.6,9.0,91.2,5.0,86.5,0.0,3.0,100.0
Cc1ccc(/C=C/C(=O)Nc2nccs2)o1,-30.9,-2.0,-8.0,4.2,-8.0,86.6,-16.0,85.6,-3.0,-5.0,92.1
O=C1C(Cl)=C(Nc2ccccc2O)C(=O)N1CCc1ccccc1,28.3,26.0,29.0,21.9,9.0,76.2,21.0,96.8,15.0,13.0,84.4
O=C(CCc1nnc(CCCCc2ccccc2)o1)N1CCCCC1CCO (configuration not stated),-5.4,nt,nt,14.1,nt,?,nt,106.5,nt,nt,105.2
Nc1cc(=O)nc(SCC(=O)NC2CCCCC2)n1-c1ccccc1,-8.4,-3.0,0.0,1.0,-1.0,99.4,2.0,102.1,-2.0,-2.0,101.8
NSc1nc(N)c2nc(-c3ccccc3)c(-c3ccccc3)nc2n1,15.8,0.0,7.0,41.2,-20.0,97.2,3.0,95.8,-3.0,0.0,92.0
CCOC(=O)CSc1nc2cc3c(cc2cc1CC)OCCO3,8.1,-4.0,5.0,-4.0,-1.0,104.0,7.0,102.2,-2.0,-8.0,98.9
O=C(CSc1ccc(-c2cccnc2)nn1)N1CCCCCC1,-4.5,-2.0,-3.0,8.3,0.0,96.7,0.0,95.9,0.0,-2.0,100.5
CN(c1ccc(OCC(=O)Nc2nc3ccccc3s2)cc1)S(=O)(=O)c1ccccc1,-20.0,-4.0,-9.0,3.7,-5.0,101.2,-7.0,97.7,-3.0,-10.0,99.8
COc1cccc(NC(=O)CSc2nnc(-c3ccoc3C)n2-c2ccccc2)c1,-6.7,-1.0,-1.0,4.0,0.0,102.2,0.0,100.0,0.0,0.0,99.6
CCOC(=O)CNc1c(N2CCN(c3ccccn3)CC2)c(=O)c1=O,-21.6,-1.0,-10.0,6.0,-7.0,85.3,-7.0,86.1,0.0,-3.0,88.1
CCOC(=O)COc1ccc(C(=O)Nc2cccc(Cl)c2C)cc1,-11.6,0.0,-2.0,-4.9,0.0,98.0,0.0,100.8,0.0,-1.0,102.3
Cc1cc(C(=O)OCC(=O)NC2CCS(=O)(=O)C2)c2ccccc2n1 (configuration not stated),-35.3,1.0,-5.0,1.3,-4.0,?,-1.0,94.8,0.0,-3.0,95.9
COc1cc(/C=N\Nc2cc(=O)n(C)c(=O)n2C)ccc1O,-93.5,9.0,0.0,20.8,13.0,103.8,4.0,104.9,10.0,13.0,108.4
CCc1cc(C(=O)c2ccc(OC)cc2)c(NC(=O)CN2CCCCC2)s1,-0.2,nt,nt,14.9,nt,?,nt,100.4,nt,nt,99.2
CCn1cnc2sc(C(=O)N(Cc3ccc(N(C)C)cc3)Cc3ccco3)c(C)c2c1=O,-106.0,1.0,-5.0,38.5,-5.0,89.9,0.0,85.2,3.0,-4.0,91.4
Cc1nn(C)cc1/C=C(/C#N)C(N)=O,-7.2,-2.0,-19.0,-4.8,-6.0,102.3,-8.0,99.6,0.0,0.0,100.5
O=C(NCCCCCNC(=O)c1ccccn1)c1ccccn1,4.1,8.0,1.0,9.3,0.0,102.9,3.0,101.3,5.0,4.0,105.3
COCCCN(C(=S)Nc1ccc(C)cc1Cl)C(C)c1ccncc1 (configuration not stated),-25.6,-5.0,-13.0,10.8,-10.0,99.0,-5.0,99.2,-2.0,-8.0,101.3
CC12CCC(C(=O)Nc3ccccc3Br)(C/C1=N\O)C2(C)C (configuration not stated),-6.5,2.0,-6.0,5.2,-2.0,100.8,0.0,104.9,1.0,-1.0,101.9
COC(=O)c1ccc(OCC2c3cc(OC)c(OC)cc3CCN2C(C)=O)cc1 (configuration not stated),-0.7,-1.0,0.0,0.4,-2.0,98.9,1.0,101.5,-1.0,-4.0,101.0
Cc1ccc(O)c(NC(=O)c2cc(-c3ccc(F)cc3)on2)c1,-18.9,-1.0,-8.0,1.6,-6.0,?,-6.0,93.3,-1.0,0.0,96.5
O=C(OCc1ccc(Cl)cc1Cl)c1cccnc1Cl,1.2,0.0,0.0,-1.4,4.0,102.6,6.0,102.9,-2.0,0.0,104.9
O=C(C[n+]1ccccc1)Nc1c(Cl)cc(Cl)cc1Cl,-10.5,1.0,-2.0,-1.2,-4.0,96.2,-2.0,101.3,0.0,-1.0,102.1
O=c1cc(CSc2ccccn2)nc(N2CCN(c3ccccc3)CC2)[nH]1,-28.9,-2.0,-22.0,-3.6,0.0,99.8,-9.0,97.9,-5.0,-4.0,95.9

# An excerpt from above, showing only RGS7-Gao.
SMILES	RGS7-Gao
Cc1ccc(O)c(NC(=O)c2cc(-c3ccc(F)cc3)on2)c1	?
O=C(OCc1ccc(Cl)cc1Cl)c1cccnc1Cl	102.6

# New compounds follow.
SMILES,Mcl1 Bid PPI,Bcl-W Bim block,Bfl-1 Bim block,Mcl1 Noxa PPI,Bim-Bcl-B,RGS7-Gao,Bim-Bcl-2,RGS4-Gao reg,Bim-Mcl-1,Bim-Bcl-XL,RGS8-Gao
O=C(N/C(=C/c1ccc(Br)cc1)C(=O)N1CCCC1=O)c1ccco1,-25.4,-1.0,-5.0,-0.6,0.0,104.2,-1.0,99.3,-2.0,-2.0,101.9
Cc1ccnc(SCC(=O)c2cccc([N+](=O)[O-])c2)n1,-7.9,-12.0,-6.0,10.5,-22.0,99.6,-9.0,97.5,-10.0,-10.0,100.3
CN(CC(O)CN1CCOCC1)S(=O)(=O)O (configuration not stated),-16.1&-29.1,0.0,-6.0,-1.5&-8.8,-5.0,?,-3.0,102.1&101.2,-1.0,-5.0,103.0&94.7
CCN1C(=O)C(CC(=O)Nc2ccc(OC)cc2)N(CCc2ccccc2)C1=S (configuration not stated),-1.5,-2.0,-4.0,16.1,-6.0,101.7,-3.0,105.0,-3.0,-6.0,103.0
N#Cc1c(C(F)(F)F)cc(-c2ccco2)nc1SCc1ccccn1,0.2,0.0,-3.0,10.4,0.0,97.5,0.0,96.9,0.0,-1.0,100.6
O=c1c2ccccc2nc(COc2ccccc2)n1/N=C/c1ccc(O)c(O)c1,-26.9,nt,nt,32.0,nt,?,nt,87.6,nt,nt,90.4
COc1cc(OC)cc(C(=O)N(CN2CCCC2=O)c2ccccc2OC)c1,-27.2,1.0,-8.0,9.9,-3.0,102.8,-5.0,102.1,0.0,-3.0,102.0
Cc1ccc(N2CC(C(=O)OCc3ccccc3F)CC2=O)cc1 (configuration not stated),-10.2,0.0,-5.0,5.1,0.0,102.4,-3.0,102.6,-2.0,-1.0,102.0
